aSyn tox rescue = qHTS of alpha-syn Inhibitors: NCGC Sytravon Library Screen | hit rate 0.02% among 94,000 | AID 1347070, 2019 | S. cerevisiae alpha-synuclein toxicity rescue, BacTiter-Glo growth, 24 h | Potency, µM (highest dose often 46.1 µM), for inactives: at the highest dose growth rescue (activation), usual class: activators; active = well fitted activation curve with a large enough effect; inconclusive = small, poorly fitted or top-dose-only effect; note: 0% is about no effect
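Growth restoration measured by BacTiter-Glo luminescence after 24 hr at 30 deg C; alpha-synuclein yeast, raffinose-pregrown to mid-log, were added at OD600=0.02 in galactose medium onto pinned compounds.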
* marks the source's active call; other numbers are inactive results; u = inconclusive; & = joins results of further samples. Potency is the fitted concentration of half-maximal effect.

SMILES	aSyn tox rescue
COc1ccc(-c2nn(-c3ccccc3)cc2CN(C)CCn2ccnc2C)c(F)c1	3%
Cc1ccc(-c2nc(S(=O)(=O)c3ccc(Cl)cc3)c(N3CCCCC3)o2)cc1	4%
O=C(c1ccc2c(c1)OCO2)c1ccc[nH]1	4%
CCC1CN(C(=O)C2CCN(S(=O)(=O)c3c(C)noc3/C=C/c3ccccc3F)CC2)c2cc(Cl)ccc2O1 (configuration not stated)	1%
CCOC(=O)COc1ccc([N+](=O)[O-])cc1-c1ccnc2cc(-c3ccc(Cl)cc3)nn12	-1%
O=C(OCc1ccc(COC(=O)c2cccnc2Cl)cc1)c1cccnc1Cl	-10%
CCCc1nnc(NC(=O)CCC(=O)N2CCN(c3nc(C)cc(C)n3)CC2)s1	4%
Cc1onc(-c2c(F)cccc2Cl)c1C(=O)NC1CCCCCC1	-9%
O=C(OCc1cn([C@@H]2CN(Cc3cccs3)[C@@H](c3ccc(Cl)cc3)C[C@H]2O)nn1)c1ccccc1	4%
C[C@@H]1CN([C@@H](C)CO)C(=O)CCCn2nncc2CO[C@H]1CN(C)Cc1ccc2c(c1)OCCO2	-10%
CC1c2cc3c(cc2CCN1CC(=O)Nc1ccccc1)OCCCO3 (configuration not stated)	-3%
c1coc(-c2nc3n(n2)C2(CCCCC2)[C@@H]2CCCC[C@@H]2N3)c1	3%
CNC(=O)c1c(NC(=O)c2cccc(N3C(=O)CCC3=O)c2)sc2c1CCCC2	-5%
COc1ccc(CC(=O)NCCc2csc(-c3ccc(Cl)cc3)n2)cc1	4%
O=C(CSc1nc2c([nH]c3ccccc32)c(=O)n1-c1ccc(Cl)cc1)N1CCCCCC1	1%
CC(C)C(NC(=O)c1ccc(F)cc1)C(=O)Nc1cccnc1 (configuration not stated)	8%
Cc1nc2sc(C(=O)N(C)Cc3ccccc3)c(NC(=O)c3ccccc3)c2c(C)c1Cl	-6%
Cc1cc2[nH]c(=O)c(=O)[nH]c2cc1S(=O)(=O)N1CCC(C)CC1	-4%
CCOC(=O)N1CCN(C(=O)c2oc(=O)c3ccccc3c2-c2ccc(C)cc2)CC1	9%
O=C(OCC(=O)N1CCN(S(=O)(=O)c2ccc(Cl)cc2)CC1)c1ccc([N+](=O)[O-])o1	13%
O=C(Cc1ccc([N+](=O)[O-])cc1)NCC1CCCO1 (configuration not stated)	-5%
CC(=O)c1cccc(-n2c(=O)c3c4c(sc3n(CC(=O)Nc3ccccc3F)c2=O)CN(C(C)=O)CC4)c1	-11%
Cc1cc(Sc2nc(NC(C)C)nc(NC(C)C)n2)nc(Cl)n1	4%
Cc1ccc[n+](CC(=O)N2CCCCC2)c1C	11%
CCC1CCCCN1C(=O)CSc1n[nH]c(-c2ccccc2Cl)n1 (configuration not stated)	2%
C=CCOc1ccc(-c2nc3c(c(=O)[nH]c(=O)n3CCC)n2CCCC)cc1	1%
CN(C(=O)Cn1c(=O)n(Cc2ccc(C(=O)NCc3ccc4c(c3)OCO4)cc2)c(=O)c2ccccc21)c1ccccc1	-13%
COc1ccc(NS(=O)(=O)c2ccc(N3CCOCC3)c(NC(=O)c3ccccc3Br)c2)cc1	-8%
COc1cc(/C=C/C(=O)NCCn2c(C)cc3ccccc32)cc(OC)c1OC	4%
COc1cnc(-c2ccccn2)nc1Oc1ccccc1	-8%
COc1ccc(-c2nc(CCNC(=O)Cc3ccc(F)cc3)cs2)cc1	15%
COc1ccc(CNC(=O)Cn2ccc3cc(S(=O)(=O)N4CCCCC4)ccc32)cc1OC	-5%
CC(=O)c1ccc(OCCCC(=O)Nc2cc(S(=O)(=O)N3CCCCC3)ccc2C)cc1	-6%
Cc1ccc2c(cnn2C(=O)CCCC(=O)NCc2ccc(Cl)cc2)c1	-6%
Cc1cc2c(cc1S(=O)(=O)NCc1ccccc1)OCC(=O)N2	3%&-9%
Cc1ccc(C(=O)N/C(=C\c2cccs2)C(=O)NCCCN2CCOCC2)cc1	-4%
COC(=O)c1ccc(Nc2c([N+](=O)[O-])c(=O)oc3ccccc23)cc1	16%
CCOc1ccc(CCNCc2c(C(=O)O)n(Cc3ccc(C)cc3)c3cc(OC)ccc23)cc1	5%
CCCCNc1sc(S(=O)(=O)CC)nc1S(=O)(=O)c1ccc(C)cc1	7%
Cc1cc(-c2ccccc2)nc(-c2ccccc2)c1C	-20%
C(=Cc1cnc2ccccc2n1)c1ccc2c(c1)OCO2	-27%
Cc1ccc(C)c(NC(=O)CSc2ncc3c(n2)-c2ccc(Cl)cc2N(C)S3(=O)=O)c1	3%
COCCNC(=O)CN1C(=O)NC2(CCCCCC2)C1=O	-3%
Cc1ccc(-n2c(SCC(=O)NCC3CCCO3)nc3ccccc3c2=O)cc1C (configuration not stated)	-9%
Cc1ccc(S(=O)(=O)n2nc(C)c(S(=O)(=O)N3CCCCCC3)c2C)cc1C	6%
CN(C)S(=O)(=O)c1cccc(NC(=O)CSc2ncnc3ccccc23)c1	-3%
CCN(CC(=O)Nc1ccc(NC(C)=O)cc1)C(=O)c1cccc(S(=O)(=O)N2CCc3ccccc3C2)c1	-6%
COc1ccc(Cl)cc1NC(=O)CCc1c(C)nc2c(c1C)c(=O)n(C)c(=O)n2C	0%
COc1ccc(C2c3[nH]c4ccccc4c3CCN2Cc2cccn2-c2ncccn2)cc1C (configuration not stated)	-5%
COc1cccc(C(=O)N=c2sc3cc(S(C)(=O)=O)ccc3n2C)c1	-10%
CNS(=O)(=O)c1cn(CC(=O)Nc2ccc(OC)c(Cl)c2)cc1S(=O)(=O)NC	-8%
COc1cc2nc(SCc3ccc(C)cc3)n3nc(CCn4nc(C)cc4C)nc3c2cc1OC	-6%
O=C(NCc1cccc(F)c1)c1ccc2nc(CCc3ccccc3)oc2c1	-1%
NC(=O)c1ncc(C(F)(F)F)cc1Oc1cccnc1	2%
O=C(c1cc(-c2cccc(Cl)c2)on1)N1CCCC1	7%
COc1cccc(CCNC(=O)Cn2c(-c3cccs3)cc3ccccc32)c1	2%
CCNC(=O)CC1C(=O)N(c2ccccc2)C(=O)N1Cc1ccc(F)cc1 (configuration not stated)	1%
O=C(Nc1ccc(-c2cnco2)cc1)c1ccccc1	-7%
CCN(CC)CCN(Cc1cc2cc3c(cc2[nH]c1=O)OCCO3)C(=S)NCCOC	2%
O=C1NC(c2ccccc2)CCC1(Cl)Cl (configuration not stated)	-4%

Following part:
SMILES	aSyn tox rescue
Nn1cc(-c2ccccc2)nc1SCC(=O)Nc1cccc(S(N)(=O)=O)c1	-1%
COc1ccc(OC)c(NC(=O)[C@H](CSCc2ccccc2)N2Cc3ccccc3C2=O)c1	9%
O=C(NNc1c(Cl)cncc1Cl)c1sccc1Cl	6%
Cc1ccc(CC#N)c(-c2c(CC#N)ccc(C)c2C)c1C	5%
O=C1NC(=O)/C(=C\c2ccc(OCc3cnc(Cl)s3)cc2)S1	-1%
O=C(Cn1cnc2ccccc2c1=O)Nc1ccc(S(=O)(=O)N2CCCC2)cc1	-15%
O=C(Nc1ccccc1C(=O)Nc1ccccc1)c1cccs1	11%
Cc1ccc(N(CC(=O)NC2CCCC2)C(=O)Cn2nnc(-c3ccccc3F)n2)cc1	-4%
O=C(Cn1nc(-c2ccccc2)ccc1=O)N1CCCCC1	6%
CSc1ccc(N/N=C(/C#N)S(=O)(=O)C(C)(C)C)cc1	-2%
Cc1cc(F)ccc1S(=O)(=O)Nc1ccc2oc3c(c2c1)CC(C)CC3 (configuration not stated)	17%
COc1ccc(/C=C2/NC(=O)N(CC(=O)Nc3cccc(C)c3)C2=O)cc1O	12%
CCOc1ccc(CCNC(=O)c2c(C)oc3ncn(C)c(=O)c23)cc1	-2%
CCC1=Nc2cc(C(=O)NCCc3ccccc3)ccc2Sc2ccc(Cl)cc21	-2%
COc1ccc(OC)c(-c2nnc3n(Cc4ccc(C)cc4)c(=O)c4ccccc4n23)c1	0%
CC12CCC(C(=O)Nc3nc4ccccc4s3)(OC1=O)C2(C)C (configuration not stated)	1%
COc1ccc2oc(=O)c(C(=O)NCCc3c(C)[nH]c4ccc(F)cc34)cc2c1	6%
COc1cccc(CNC(=O)c2cc3c(=O)oc4ccc(C)cc4c3s2)c1	-1%
O=C1CC(c2nnc(Cc3c(F)cccc3Cl)o2)CN1c1ccccc1 (configuration not stated)	4%
COc1cc2c(=O)n(CCC(=O)NCC3CCCO3)c(=O)n(CC(=O)Nc3c(C)cccc3C)c2cc1OC (configuration not stated)	8%

As entered above.
aSyn tox rescue with COc1ccc2oc(=O)c(C(=O)NCCc3c(C)[nH]c4ccc(F)cc34)cc2c1 reads 6%
aSyn tox rescue with CCC1=Nc2cc(C(=O)NCCc3ccccc3)ccc2Sc2ccc(Cl)cc21 reads -2%

By substructure: the compounds so far containing a furan ring, fused or not
SMILES	aSyn tox rescue
c1coc(-c2nc3n(n2)C2(CCCCC2)[C@@H]2CCCC[C@@H]2N3)c1	3%
O=C(OCC(=O)N1CCN(S(=O)(=O)c2ccc(Cl)cc2)CC1)c1ccc([N+](=O)[O-])o1	13%
Cc1cc(F)ccc1S(=O)(=O)Nc1ccc2oc3c(c2c1)CC(C)CC3 (configuration not stated)	17%
CCOc1ccc(CCNC(=O)c2c(C)oc3ncn(C)c(=O)c23)cc1	-2%

(continued)
SMILES	aSyn tox rescue
O=C(NC(=O)N1CCSCC1)c1c(Cl)cccc1Cl	5%
Cc1ccc(NC(=O)CCN2C(=O)C3CCCCC3C2=O)cc1[N+](=O)[O-] (configuration not stated)	13%
COc1ccc(CC(=O)Oc2ccc(Br)cc2F)cc1S(=O)(=O)N1CCOCC1	14%
COc1ccc(C2=C(N3CCN(c4cccc(C)c4)C(C)C3)c3ccccc3C2=O)cc1 (configuration not stated)	0%
Cc1cccc(NC(=O)CSc2nc(-c3cccs3)cc(C(F)(F)F)c2C#N)c1C	3%
CC1=C(c2ccc(C)cc2)S(=O)(=O)N(Cc2ccc(C(=O)Nc3ccc(C)c(F)c3)cc2)C1=O	-10%
O=C(Nc1c(C(=O)N2CCN(c3ccccc3)CC2)oc2ccccc12)c1ccccc1F	7%
O=C(Cc1n[nH]c(=O)c2ccccc12)OCC(=O)N(Cc1ccccc1)Cc1ccccc1	15%
O=C(c1cc(-c2ccc(Br)cc2)n[nH]1)N1CCN(S(=O)(=O)c2ccc(Br)s2)CC1	7%
Cc1ccc(NC(=O)C2CCCN(C(=O)c3ccc(Cl)cc3)C2)cc1 (configuration not stated)	6%
Cc1ccc(NC(=O)Cn2cc3c(n2)CCCC3)c(Cl)c1	4%
O=C(COC(=O)c1ccc[nH]c1=O)Nc1ccc(S(=O)(=O)N2CCCC2)cc1	-5%
Cc1ccc(OCC(=O)NCCNC(=O)c2ccc(C)nc2)cc1	-10%
CCNC(=O)COc1ccc(F)cc1C(=O)c1cnn(-c2ccccc2)c1	1%
Cc1cc(C)c2c(CC(=O)N3CCN(c4cccc(Cl)c4)CC3)coc2c1	u
C[C@@H]1CN([C@@H](C)CO)C(=O)CCCn2nncc2CO[C@H]1CN(C)S(=O)(=O)c1ccc2ccccc2c1	-11%
O=C(O)c1ccc(CNC(=O)c2ccccc2NC(=O)c2cccc([N+](=O)[O-])c2)cc1	0%
COc1ccccc1N1CCN(c2ncccc2-c2nc(-c3ccc(Cl)cc3)no2)CC1	5%
COc1ccc(NC(=O)C2CC(=O)N(c3ccc(C)cc3)C2)cc1S(=O)(=O)N1CCCCC1 (configuration not stated)	-5%
COCCCNc1c2c(nc3ccccc13)CCC2	1%

Taken from above, 7 compounds:
SMILES	aSyn tox rescue
O=C(Nc1c(C(=O)N2CCN(c3ccccc3)CC2)oc2ccccc12)c1ccccc1F	7%
O=C(Cc1n[nH]c(=O)c2ccccc12)OCC(=O)N(Cc1ccccc1)Cc1ccccc1	15%
O=C(c1cc(-c2ccc(Br)cc2)n[nH]1)N1CCN(S(=O)(=O)c2ccc(Br)s2)CC1	7%
Cc1ccc(NC(=O)C2CCCN(C(=O)c3ccc(Cl)cc3)C2)cc1 (configuration not stated)	6%
Cc1ccc(NC(=O)Cn2cc3c(n2)CCCC3)c(Cl)c1	4%
O=C(COC(=O)c1ccc[nH]c1=O)Nc1ccc(S(=O)(=O)N2CCCC2)cc1	-5%
Cc1ccc(OCC(=O)NCCNC(=O)c2ccc(C)nc2)cc1	-10%

(next part)
SMILES	aSyn tox rescue
O=C(CCCN1C(=O)/C(=C/c2cccc(Br)c2)SC1=S)N1CCOCC1	11%
CON(C)S(=O)(=O)c1cccc(C(=O)NC2CCSc3ccccc32)c1 (configuration not stated)	-5%
Cc1cccc(NC2=C(Cl)C(=O)OC2OC(=O)c2ccco2)c1 (configuration not stated)	9%
O=C(O)c1ccccc1/C=N/Nc1ccc(S(=O)(=O)N2CCCC2)cc1[N+](=O)[O-]	1%
O=C(O)CSc1ncnc2scc(-c3ccccc3)c12	0%
COc1ccc(C(=O)NCC(c2cccnc2)N2CCc3ccccc32)cc1OC (configuration not stated)	1%
CNS(=O)(=O)c1ccc(NC(=O)c2cnn3c(C(F)F)cc(-c4ccccc4)nc23)cc1	-7%
C[C@H](CO)N1C[C@H](C)[C@@H](CN(C)C(=O)c2ccc3c(c2)OCO3)Oc2cc(/C=C/c3ccccc3)ccc2S1(=O)=O	-16%
O=C(NCCc1ccccc1)c1ccc2c(c1)N(Cc1ccccc1)C(=O)c1ccccc1S2(=O)=O	3%
Cc1nc2ccccc2n1CC(=O)NC1CCCCCC1	1%
Cc1cc(C)cc(NC(=O)C2CCCN(c3ncccn3)C2)c1 (configuration not stated)	-2%
O=C(N/N=C/c1cccc(Cl)c1)c1c(O)c2c([nH]c1=O)CCCC2	3%
O=C(Nc1ccc(Oc2ccccc2)cc1)c1ccc(F)c(S(=O)(=O)N2CCN(c3ccccc3F)CC2)c1	-5%
COc1ccc(/C=C/c2nnc(NC(=O)CC(C)C)s2)cc1	6%

Bioassay records: PubChem, National Center for Advancing Translational Sciences (NCATS)

The list is partial (hit frequency here may not be typical).
